TDP1 cell CPT – DT40-hTDP1 cell growth loss with CPT | hit rate 12% among 420,000 | chicken DT40 Tdp1-/-;hTDP1 cells + 20 nM CPT, ATP luminescence, 48 h | Potency, µM (series often up to 46.2 µM), inactives show at the top dose activity change, negative = growth inhibition, actives largely listed as inhibitors; note: nearly all actives have a fitted effect of over 55% in size
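Cell growth measured by CellTiter-Glo luminescence after a minimum 48 h, 37 C compound exposure with 20 nM CPT in Tdp1-knockout DT40 cells stably expressing hTDP1, seeded 400/well; qHTS titration format.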
KAT2A inh – inhibitors of human GCN5L2 histone acetyltransferase; Q92830; GCN5L2 HAT assay, ThioGlo1 CoA-SH fluorescence; Potency, µM (titrated, usually from 58.9 µM), without a hit: at the highest dose activity change, negative = inhibition, most hits filed as inhibitors; hit rate 0.21% among 390,000; AID 504327
Target sequence (Q92830 whole entry, looked up): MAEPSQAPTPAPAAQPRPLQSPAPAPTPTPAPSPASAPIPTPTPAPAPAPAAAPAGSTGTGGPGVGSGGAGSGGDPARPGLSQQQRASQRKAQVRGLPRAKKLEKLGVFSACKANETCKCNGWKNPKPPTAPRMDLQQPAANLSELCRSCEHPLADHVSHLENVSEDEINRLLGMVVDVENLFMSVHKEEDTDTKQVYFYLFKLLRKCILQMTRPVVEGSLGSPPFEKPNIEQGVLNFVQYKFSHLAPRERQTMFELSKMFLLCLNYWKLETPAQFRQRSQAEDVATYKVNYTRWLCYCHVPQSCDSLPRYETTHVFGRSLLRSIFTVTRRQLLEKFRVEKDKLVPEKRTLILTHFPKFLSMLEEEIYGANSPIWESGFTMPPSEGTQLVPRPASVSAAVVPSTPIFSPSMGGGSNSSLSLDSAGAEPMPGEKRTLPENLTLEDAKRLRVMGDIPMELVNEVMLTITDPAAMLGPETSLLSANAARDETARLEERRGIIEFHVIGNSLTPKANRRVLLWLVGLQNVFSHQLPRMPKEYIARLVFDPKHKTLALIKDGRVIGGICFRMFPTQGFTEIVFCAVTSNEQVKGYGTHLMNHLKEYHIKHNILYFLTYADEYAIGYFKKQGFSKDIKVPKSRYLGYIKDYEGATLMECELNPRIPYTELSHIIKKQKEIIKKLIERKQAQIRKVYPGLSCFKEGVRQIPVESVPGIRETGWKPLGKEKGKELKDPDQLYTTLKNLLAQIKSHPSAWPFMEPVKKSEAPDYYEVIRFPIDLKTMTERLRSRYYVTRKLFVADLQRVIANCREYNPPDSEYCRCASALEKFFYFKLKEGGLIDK
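GCN5L2 (20 nM) in 50mM HEPES pH 7.5, 0.1mM EDTA, 0.01% Tween-20 preincubated 15 min with compounds at room temperature. Reaction started with H3(1-25) 75uM, acetyl-CoA 70uM, ThioGlo1 50uM; CoA-thiol fluorescence (Ex340/Em540) read at 0 and 20 min.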
DT40 TDP1 no CPT – qHTS for Inhibitors of human tyrosyl-DNA phosphodiesterase 1 (TDP1): qHTS in cells in absence of CPT; DT40 Tdp1-/- hTDP1 cells, no CPT, ATP luminescence, 48 h; Potency, µM (top dose mostly 46.2 µM), without a hit: top-dose activity change, negative = growth inhibition, most hits filed as inhibitors; hit rate 15% among 420,000; AID 686978, 2013; note: nearly all actives have a fitted effect of over 55% in size
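Luminescent ATP content (CellTiter-Glo) served as the growth readout. Knockout chicken DT40 cells expressing human TDP1 were exposed to compounds without camptothecin for a minimum 48 hr at 37 °C.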
The depositor's hits bear a star; u = inconclusive; x = not tested or not shown; & = joins results of further samples; [ ] = dose if it differs, or a comment. Calls come from the whole dose curve; as a rule, active = well fitted curve in the direction sought with a large enough effect; inconclusive = small, poorly fitted or top-dose-only effect, or another doubt; inactive = no such curve, though single readings can be large; an effect the other way counts as inactive or inconclusive. % is set by controls: 0 for no effect and ±100 for the full control effect; potency is the fitted concentration of half-maximal effect.

compound,TDP1 cell CPT,DT40 TDP1 no CPT,KAT2A inh
COC(=O)[C@@]12C[C@@H](CC(=O)N3CCCCC3)C(=O)N(Cc3ccc4c(c3)OCO4)C1=CCC(C)(C)C2,u,21µM*,x
COC(=O)CC1Oc2ccccc2N(Cc2ccccc2)C1=O (centres undefined),7%,-15%,-5%
CCOc1cc(NC(=S)N2CCC(C(N)=O)CC2)c(C(=O)OC)cc1OCC,-19%,5%,0%
Cn1c(=O)oc2cc(S(=O)(=O)NCCC(=O)Nc3ccc(F)c(Cl)c3)ccc21,u,u,-9%
COC(=O)c1c(C)cccc1C1CN=NC12Cc1ccccc1C2=O (centres undefined),15µM*,u,x
C[C@H](CO)N1C[C@H](C)[C@@H](CN(C)Cc2ccccc2C(=O)O)OCc2cnnn2CCCC1=O,-13%,-1%,x
CC(C)CN1C(=O)/C(=C/c2ccco2)NC1=S,u,u,-1%
O=C(CSc1ncn[nH]1)Nc1nnc(-c2ccccc2)s1,-16%,-18%,-8%
O=C(NCCN1CCN(c2ccccc2F)CC1)C1COc2ccccc2C1 (centres undefined),-17%,u,0%
O=C1C(=O)C(c2ccccc2)C(=O)C1c1ccccc1 (centres undefined),-2%,u,x
COCCn1c(C)cc(C(=O)CN2C(=O)C(=O)N(CCC3=CCCCC3)C2=O)c1C,-24%,u,x
O=[N+]([O-])c1ccc(N2CCCCC2)cc1SCCO,-9%,-9%,1%
COc1cc2c(cc1OC)C(c1cccc([N+](=O)[O-])c1)N(C(=O)c1ccccc1C(=O)O)CC2 (centres undefined),1%,-4%,-11%
COc1ccc(-c2nnn(CCC(=O)O)n2)cc1,-16%,-6%,-1%
O=C(/C(C=Nc1ccc(Br)cc1)=C(/O)c1ccco1)C(F)(F)F,-6%,-13%,-6%
Cn1cccc1C(=O)N1CCC[C@@]2(CCN(Cc3nccs3)C2)C1,-3%,-6%,-8%
O=[N+]([O-])c1ccc(N2CCN(c3ccccc3F)CC2)nc1,8%,-7%,35%
O=C1NC[C@@H](CCCCN2C[C@H](Cc3ccccc3)N(Cc3ccccc3)C(=O)C2=O)N(CC2CCCCC2)C1=O,u,-25%,x
COc1ccc(-c2cnc3c(NC=O)cc(-c4ccc(C(=O)N5CCOCC5)cc4)cn23)cc1OC,4.1µM*,3.3µM*,x
Cc1nc2cc(N3CCCCC3)c(NC(=O)c3cccnc3)cc2c(=O)n1Cc1ccccc1,u,u,-2%
Cn1ccnc1SCC(=O)c1cc2ccccc2o1,-2%,-13%,-4%
COc1ccc(-c2ccc(CCC(=O)O)n2NC(N)=O)cc1,-8%,6%,0%
CCOc1ccc(C(c2c(C)[nH]n(-c3ccccc3)c2=O)c2c(C)[nH]n(-c3ccccc3)c2=O)cc1OC,-14%,-18%,-8%
COc1cc(S(=O)(=O)N2CCOCC2)cc(C(=O)NCC(c2cccs2)N2CCOCC2)c1OC (centres undefined),-7%,u,0%
CCN(CC)c1ncnc2c1ncn2[C@H]1CN(Cc2cccnc2)C[C@@H](CO)O1,-22%,-8%,x

A stretch from further up, for reference:
compound,TDP1 cell CPT,DT40 TDP1 no CPT,KAT2A inh
COc1ccc(-c2ccc(CCC(=O)O)n2NC(N)=O)cc1,-8%,6%,0%
CCOc1ccc(C(c2c(C)[nH]n(-c3ccccc3)c2=O)c2c(C)[nH]n(-c3ccccc3)c2=O)cc1OC,-14%,-18%,-8%
COc1cc(S(=O)(=O)N2CCOCC2)cc(C(=O)NCC(c2cccs2)N2CCOCC2)c1OC (centres undefined),-7%,u,0%
CCN(CC)c1ncnc2c1ncn2[C@H]1CN(Cc2cccnc2)C[C@@H](CO)O1,-22%,-8%,x

Carrying on:
compound,TDP1 cell CPT,DT40 TDP1 no CPT,KAT2A inh
COc1ccc(CCNC(=O)c2ccc3c(c2)CCN3S(=O)(=O)c2ccccc2)cc1OC,16µM*,u,-5%
O=C(Oc1cccc2ccccc12)C1CC1,-7%,-12%,u
COC(=O)c1cc(C#N)c(NCc2ccc(Cl)cc2Cl)nc1C,u,u,4%
O=C(COC(=O)C1CC2C=CC1C2)NCc1ccco1 (centres undefined),-25%,-25%,-25%
COC(=O)Nc1ccc(S(=O)(=O)N2CCCC(C(=O)N3CCCCCC3)C2)cc1 (centres undefined),u,u,-5%
CCC(=O)N(CCC(c1ccco1)C(C)C)Cc1ccccc1 (centres undefined),u,u,-8%
O=C(O)c1ccccc1-c1nc2ccccc2[nH]1,-1%,-24%,4%
Cc1nn(C(C)C(=O)O)c(C)c1[N+](=O)[O-] (centres undefined),-2%,-13%,-2%
Cc1ccccc1C1(CC(=O)N2CCOCC2)CC(=O)N(Cc2cccnc2)C1=O (centres undefined),16%[9.04 µM],-7%,x
O=C(Nc1ccc(C(=O)NCc2ccc(F)cc2)cc1)C1=CSCCO1,3%,-18%,-12%
CCN(CC)C(=O)C1=CC(c2ccc3c(c2)OCO3)=NS(=O)(=O)N1C,16%,-1%,-7%
O=C(O)CCC1COc2ccccc2O1 (centres undefined),-9%,-14%,-1%
CCc1ccc(CN(C)C(=O)c2cccc(S(=O)(=O)Nc3ccccc3OC)c2)cc1,u,u,-4%
O=S(=O)(c1ccc(OCC(O)CN2CCN(c3ccc(F)cc3)CC2)cc1)N1CCOCC1 (centres undefined),u,u,-4%
Cn1cc(-c2nc3cnc(N4CCNCC4)nc3n(Cc3ccc(F)cc3)c2=O)c2ccccc21,5.2µM*,7.3µM*,-11%
Cc1cc(Oc2cc(NN3CCCCC3)c([N+](=O)[O-])cc2[N+](=O)[O-])c(C(=O)c2ccccc2)cc1Cl,21µM*,u,-4%
COc1ccc(CNC(=O)CNS(=O)(=O)c2cccc(C#N)c2)cc1OC,-11%,-19%,16%
CCc1ccc(NC(=O)C2(c3ccccc3)CC2(Cl)Cl)cc1 (centres undefined),u,u,-14%
C[C@H]1CN([C@@H](C)CO)C(=O)c2cc(NC(=O)NC3CCCCC3)ccc2O[C@H]1CN(C)C(=O)Nc1ccc(C(F)(F)F)cc1,u,u,-10%
CC(=O)c1ccc(S(=O)(=O)N(C)CCCC(=O)NCc2ccc3c(c2)OCO3)cc1,-18%,u,-11%
OC(COc1ccc2ccccc2c1)CN1CCOCC1 (centres undefined),1%&2%,-7%&-2%,-7%
CCCCNC(=O)c1nc(C2CCN(S(=O)(=O)c3ccc(C(F)(F)F)cc3)CC2)oc1-c1ccccc1,5.8µM*,7.3µM*,x
Cn1nccc1C(=O)N1CCN(S(=O)(=O)c2ccc(Br)s2)CC1,-30%,-21%,-13%
O=C(CSc1nnc(COc2ccccc2)o1)N1CCN(c2ccccc2)CC1,-21%,u,2%
COCCN(CCOC)c1cc(C)c(C#N)c2nc3ccccc3n12,0%,-27%,-7%

Other records
compound,TDP1 cell CPT,DT40 TDP1 no CPT,KAT2A inh
COc1cccc(C(=O)N2CC(=O)Nc3ccc(C)cc3C2c2ccc(F)cc2)c1OC (centres undefined),u,u,-1%
COc1ccc(NC(=S)N(CCCN2CCOCC2)C(C)c2cc3ccccc3o2)cc1 (centres undefined),-19%,-23%,-5%
CCOc1ccc(CSC(CC(=O)O)C(=O)O)cc1 (centres undefined),-39%,-3%,-5%
COc1cc(-c2cc(=O)c3c(O)c(OC)c(OC)cc3o2)cc(OC)c1O,16µM*,u,-21%
CC(C)(C)OC(=O)[C@H](CCCCN)NC(=O)c1[nH]cnc1C(=O)N[C@@H](Cc1ccccc1)C(=O)OCc1ccccc1,u,-22%,-3%
COc1cccc(CN(C)C(=O)C2CCCN(C(=O)c3ccc(Cl)cc3)C2)c1 (centres undefined),21µM*,u,x
CCCCCCCN1CCC(=O)N(CCO)CC1,-11%&2%,8%&8%,0%
CN(C)S(=O)(=O)c1cccc(NC(=O)COC(=O)c2cc3ccccc3oc2=O)c1,-26%,-18%,-9%
Cn1cc(C(=O)O)c(-c2ccc3c(c2)OCCCO3)n1,-3%,18%,-4%
COc1cnn(-c2ccc(F)cc2)c(=O)c1Br,-20%,-1%,-3%
COC(=O)C1(C)CCCC2(C)c3cc(OC)ccc3C(=O)C(Br)C12 (centres undefined),12µM*,6.5µM*,x
CCOC(=O)c1c(NC(=O)CS(=O)(=O)c2ccc(Cl)cc2)sc2c1CCCC2,u,u,-5%
Cc1ccc2[nH]c(C(=O)N/N=C/c3ccc([N+](=O)[O-])cc3)c(C)c2c1,3.7µM*,4.1µM*,-8%
C[C@@H]1CN([C@H](C)CO)C(=O)CCCn2nncc2CO[C@H]1CN(C)S(=O)(=O)c1ccc(-n2cccn2)cc1,-24%,-28%,x
CS(=O)(=O)c1ccccc1C(=O)Nc1nc2ccccc2[nH]1,3%,-7%,-4%
CCOc1ccc(/C(O)=C2\C(=O)C(=O)N(c3cc(C)on3)C2c2ccccc2OC)cc1 (centres undefined),-14%,-23%,-2%
COc1ccccc1C(=O)COC(=O)c1ccccc1O,-14%,-10%,-2%
O=C(CN1CCN(c2ccccc2F)CC1)c1c[nH]c2ccccc12,u,u,-2%
CC(C)c1ccc(NC2CCCN(C(=O)CCc3cn[nH]c3)C2)cc1 (centres undefined),-23%,u,-2%
O=C(CNS(=O)(=O)c1cccs1)N1CCN(c2ccccc2Cl)CC1,u,u,-7%
N/C(Cc1ccc([N+](=O)[O-])cc1)=N\OC(=O)c1ccc(Br)cc1,u,u,-9%
Cc1ccc(C(=O)Nc2ccccc2Sc2ccccc2)cc1,7%,-3%,-4%
Cc1nc2c(Br)c(C)nn2c2c1CCC2,u,3%,-15%
CCOC(=O)C1(C)C=C(Nc2ccc(C(N)=O)cc2)C(=O)N1c1ccccc1 (centres undefined),u,-12%,-6%
Cc1cc(C)nc(N2CCN(c3ncnc4c3cnn4Cc3ccc(Cl)cc3Cl)CC2)n1,u,3.7µM*,-2%

(continued)
compound,TDP1 cell CPT,DT40 TDP1 no CPT,KAT2A inh
O=c1c2cc(Cl)ccc2[nH]c(=S)n1Cc1ccco1,u,u,-1%
COc1ccc(NC(=O)N2CC3(CCN(S(C)(=O)=O)CC3)C2)cc1,-2%,-11%,-8%
CCCCOc1ccc(C(=O)N2CCN(CCc3ccncc3)CC2)cc1,u,u,-6%
Cn1nccc1/C=N\NC(=O)c1ccc(Cl)cc1,-8%,5%,-4%
CCOc1cccc(=O)c2c(C)n(CC(=O)c3ccccc3)c(C)c12,u,u,-8%
O=C(NCc1ccco1)c1cccc(S(=O)(=O)N2CCCCC2)c1,-5%,u,1%
Cc1cc(OCC(=O)NCc2ccccn2)cc(C)c1Br,-4%,u,1%
O=C(NCCCN1CCCCC1)c1ccc2c(c1)NC(=O)C(N1CCOCC1)S2 (centres undefined),-21%,-5%,-1%
COc1ccccc1N(CC(=O)NC1CCCC1)C(=O)c1oc(C(C)(C)C)cc1C,23µM*,15µM*,1%
Cc1sc2ncn(CC(=O)NCC(=O)N(C)C3CCCCC3)c(=O)c2c1C,7%,0%,-4%[0.501 µM]
O=c1ccn(Cc2ccccc2)c2ccccc12,12µM*,13µM*,-1%
NS(=O)(=O)c1ccc(CCNS(=O)(=O)c2ccc(Cl)s2)cc1,u,u,0%
COc1ccc(-c2cc3nc(-c4ccc(C)cc4)cc(C(F)(F)F)n3n2)cc1,5%,-1%,2%
COc1ccc(CCNC(=O)c2n[nH]c3ccccc23)cc1,u,-4%,-3%
COc1ccc(C(=O)N2CCN(CC(=O)N3CCOCC3)CC2)cc1,-6%&2%,2%&-14%,u
O=C(NC1CC1)C1CCN(C2CCN(C(=O)c3c(F)cccc3Cl)CC2)CC1,-7%,11%,-5%
O=C(c1cccc(F)c1)N1CCC2(CCCN(c3cccc(-c4ccccc4)c3)C2)CC1,-3%,u,-9%
COc1ccc(OC)c(CNC(=O)CCc2nc(-c3cccs3)no2)c1,0%,-7%,0%
O=C(CNC(=O)c1ccccc1)NCC(=O)OCC(=O)c1cccc2ccccc12,3%,-6%,x
COC[C@H](c1ccc(C(F)(F)F)cc1)N1CCN(C2(C)CCN(C(=O)c3c(C)ncnc3C)CC2)C[C@H]1C,u,u,x

Whole records as entered above:
COc1ccccc1N(CC(=O)NC1CCCC1)C(=O)c1oc(C(C)(C)C)cc1C as listed: TDP1 cell CPT: 23µM*; DT40 TDP1 no CPT: 15µM*; KAT2A inh: 1%
COc1ccc(-c2cc3nc(-c4ccc(C)cc4)cc(C(F)(F)F)n3n2)cc1 as listed: TDP1 cell CPT: 5%; DT40 TDP1 no CPT: -1%; KAT2A inh: 2%

Some of the compounds tested, so the mix of outcomes need not match the whole.
